Assay outcomes from PubChem BioAssay.
KOR beta-arrestin-1: KOR agonists, beta-arrestin recruitment, primary screen, cell-based, luminescence, uHTS (AID 1777). Kappa-type opioid receptor (Homo sapiens). KOR beta-arrestin recruitment, luminescence; higher % means a stronger effect. activation, % at 10 µM; hits with a dose series show EC50 in µM. actives 0.02% (n = 280,000); in the data active = activation above about 50%, passing the limit was not always enough; also: a part of the inactive calls stands beside numbers as strong as those of hits
HEK293 NOD2/NF-kB: NOD2 signaling inhibitors, cell-based, luminescence, uHTS, HEK293 (AID 1566) | HEK293 NOD2/NF-kB luciferase reporter, luminescence; higher % means a stronger effect | one-dose inhibition, % at 4 µM; EC50 in µM for titrated hits | actives 0.63% (n = 290,000); also: many of its hits are not listed in these tables
human PMI inhibitors: human PMI inhibitors, high substrate, primary screen, biochemical, fluorescence intensity, high mannose 6-phosphate (AID 1220). Mannose-6-phosphate isomerase (Homo sapiens). recombinant PMI enzyme, coupled fluorescence intensity; higher % means a stronger effect. one-dose inhibition, % at 20 µM; IC50 in µM for titrated hits. actives 0.66% (n = 190,000)
XIAP antagonists: XIAP antagonists, biochemical, IAP family, fluorescence polarization (AID 1018); E3 ubiquitin-protein ligase XIAP (Homo sapiens); XIAP BIR domain, fluorescence polarization peptide displacement; higher % means a stronger effect; displacement, % at 20 µM; hits with a dose series show IC50 in µM; actives 0.007% (n = 200,000); in the data active = displacement above about 50%; also: a part of the inactive calls stands beside numbers as strong as those of hits
TNAP activators: human TNAP enzyme activators, primary screen, biochemical, luminescent, no phosphate acceptor, uHTS (AID 1001) | Alkaline phosphatase, tissue-nonspecific isozyme (Homo sapiens) | activation fold at 20 µM, or EC50 in µM where a hit was titrated | purified TNAP, luminescent activation assay, no phosphate acceptor; higher activation fold means a stronger effect | actives 0.03% (n = 200,000); in the data active = activation fold from about 3, or a potency from the dose series; inactive = the rest, 99 in 100 with activation fold below about 1.6; also: many of its hits are not listed in these tables
PMI inhibitors: inhibitors of human PMI, primary screen, biochemical, fluorescence intensity, coupled assay (AID 1209). purified PMI enzyme, coupled fluorescence intensity; higher % means a stronger effect. actives 0.42% (n = 190,000). inhibition, % at 20 µM; hits with a dose series show IC50 in µM;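 also: plate controls were DMSO vehicle for no effect and wells lacking substrate for full effect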
LYP inhibition: inhibitors of LYP phosphatase, biochemical, fluorescence intensity, uHTS (AID 1779); Tyrosine-protein phosphatase non-receptor type 22 (Homo sapiens); recombinant LYP phosphatase, fluorescence intensity; higher % means a stronger effect; inhibition, % at 11.5 µM, or IC50 in µM where a hit was titrated; actives 0.054% (n = 290,000);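 also: plate controls were vehicle with enzyme for no effect and no enzyme for full effect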
NOD1 inhibition: NOD1 signaling inhibitors, primary screen, cell-based, luminescence, uHTS (AID 1578); NOD1-driven NF-kB luciferase reporter cells, luminescence; higher % means a stronger effect; inhibition, % at 4 µM; hits with a dose series show EC50 in µM; actives 1% (n = 290,000); in the data active = inhibition mostly above about 36%, no sharp cut-off; inactive = mostly below about 34%;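 also: HEK-293T reporter cells stimulated with the NOD1 agonist gamma-tri-DAP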
KOR beta-arrestin-2: KOR antagonists, beta-arrestin recruitment, cell-based, luminescence, uHTS (AID 1778); KOR beta-arrestin recruitment, luminescence, antagonist mode; higher % means a stronger effect; actives 0.091% (n = 290,000); Kappa-type opioid receptor (Homo sapiens); one-dose inhibition, % at 10 µM; IC50 in µM for titrated hits; also: strong numbers were not always called active
An asterisk follows results filed as active; x = no result given; [ ] = another dose, or the depositor's remark. Rule as the data show it, unless noted: active = inhibition above about 50%; inactive = the rest.

SMILES	KOR beta-arrestin-1	HEK293 NOD2/NF-kB	human PMI inhibitors	XIAP antagonists	TNAP activators	PMI inhibitors	LYP inhibition	NOD1 inhibition	KOR beta-arrestin-2
O=C(CSc1nc(-c2ccco2)cc(C(F)(F)F)n1)NCCCn1ccnc1	-1.5%	-4%	11%	-5.2%	1	12%	3%	-25%	-50%
CC1(C)NC(=O)N(CC(O)CN2CCCCC2)C1=O (configuration not stated)	-1.7%	13%	7%	-1.1%	1	5%	-8%	-24%	3%
COc1ccc(-c2noc(CSc3nc(N)c(-c4ccccc4)c(=O)[nH]3)n2)cc1OC	-4.4%	-1%	13%	-2.7%	0.8	15%	-3%	-7%	-2%
COc1cc(OC)c(C2CC(=O)N3CN(c4ccc(C)cc4)CSC3=C2C#N)cc1OC (configuration not stated)	0.1%	-6%	28%	-6.3%	1	27%	0%	-4%	5%
Cc1cccnc1NC(=O)c1c(O)c2ccccc2n(C)c1=O	-0.8%	1%	12%	16%	1	14%	-3%	-24%	12%
C=CCNc1ncnc2c1ncn2C1OC(CO)C(O)C1O (configuration not stated)	4.1%	-2%	6%	0.2%	1	4%	-10%	7%	-6%
CN(C)S(=O)(=O)c1cccc(NC(=O)c2cc3c(=O)n4ccccc4nc3s2)c1	4.4%	15%	15%	-7.9%	1.1	22%	6%	-30%	-12%
COC(CNC(=O)c1cn(C)c2ccc(S(=O)(=O)N(C)C3CCCCC3)cc2c1=O)OC	4.6%	-4%	x	x	x	x	-7%	-18%	-42%
C/C(=N\Nc1cccc([N+](=O)[O-])c1)c1cc2ccccc2o1	-0.6%	-33%	24%	-3.3%	1	0%	-1%	-49%	9%
CCC(=O)N1CCc2cc(S(=O)(=O)NCCC(=O)NCc3ccc(F)cc3)ccc21	0.5%	22%	x	x	x	x	-10%	0%	-3%
O=C(CCn1cnc2ccccc2c1=O)Nc1cccc(Cl)c1Cl	0.6%	-8%	4%	-4.9%	1.1	14%	-6%	-16%	-38%[20 µM]
CCC(OC(=O)c1nsc(Cl)c1Cl)C(=O)NC(C)(C)C (configuration not stated)	-5.9%	7%	-9%	-2.9%	1.1	-10%	-9%	-15%	14%
CCc1ccccc1N(CC(=O)Nc1cccnc1)S(=O)(=O)c1ccccc1	-1.0%	-1%	x	x	x	x	2%	-25%	-29%
Cn1c(=O)c2sccc2n2c(CCCC(=O)NCc3ccc(F)cc3)nnc12	4.0%	-21%	x	x	x	x	-6%	-11%	-35%
C=CCOC(=O)Cn1cnc2c(sc3nc(C)cc(C)c32)c1=O	0.4%	-30%	x	x	x	x	-7%	-21%	-4%

4 compounds out of the list above, sorted by the number in KOR beta-arrestin-1, largest number first:
SMILES	KOR beta-arrestin-1	HEK293 NOD2/NF-kB	human PMI inhibitors	XIAP antagonists	TNAP activators	PMI inhibitors	LYP inhibition	NOD1 inhibition	KOR beta-arrestin-2
COC(CNC(=O)c1cn(C)c2ccc(S(=O)(=O)N(C)C3CCCCC3)cc2c1=O)OC	4.6%	-4%	x	x	x	x	-7%	-18%	-42%
C=CCNc1ncnc2c1ncn2C1OC(CO)C(O)C1O (configuration not stated)	4.1%	-2%	6%	0.2%	1	4%	-10%	7%	-6%
COc1cc(OC)c(C2CC(=O)N3CN(c4ccc(C)cc4)CSC3=C2C#N)cc1OC (configuration not stated)	0.1%	-6%	28%	-6.3%	1	27%	0%	-4%	5%
CC1(C)NC(=O)N(CC(O)CN2CCCCC2)C1=O (configuration not stated)	-1.7%	13%	7%	-1.1%	1	5%	-8%	-24%	3%

Returning to the listing with the 2 entries that preceded the break.
SMILES	KOR beta-arrestin-1	HEK293 NOD2/NF-kB	human PMI inhibitors	XIAP antagonists	TNAP activators	PMI inhibitors	LYP inhibition	NOD1 inhibition	KOR beta-arrestin-2
Cn1c(=O)c2sccc2n2c(CCCC(=O)NCc3ccc(F)cc3)nnc12	4.0%	-21%	x	x	x	x	-6%	-11%	-35%
C=CCOC(=O)Cn1cnc2c(sc3nc(C)cc(C)c32)c1=O	0.4%	-30%	x	x	x	x	-7%	-21%	-4%
CN1CCN(NS(=O)(=O)c2ccc(Cl)s2)CC1	1.4%	3%	-7%	6.0%	1.1	-4%	-2%	-36%	-1%
COc1ccc(NC(=O)C=C(C)C)cc1Cl	4.1%	-63%	-2%	-3.8%	0.9	5%	14%	-22%	-8%
O=C(Nc1cccc([N+](=O)[O-])c1)C1COc2ccccc2O1 (configuration not stated)	1.3%	11%	x	x	x	x	-10%	-26%	-17%[20 µM]
Cc1cc(Br)ccc1NC(=O)CCS(=O)(=O)c1cccc2nonc12	-0.1%	6%	x	x	x	x	-6%	11%	-18%
CC(C)=CC(=O)Nc1nnc(-c2cccnc2)s1	-7.8%	8%	-10%	-4.7%	1	-9%	-14%	-28%	-13%
C[n+]1ccccc1/C=C1\Sc2ccccc2N1CCO	6.4%	12%	x	x	x	x	-10%	-20%	9%
COc1ccc(S(=O)(=O)Nc2ccc(S(=O)(=O)Nc3nccs3)cc2)cc1	-2.2%	4%	x	x	x	x	-13%	18%	-2%
Cc1cc(C)n2nc(C(=O)Nc3ccc(S(=O)(=O)N(C)C)cc3)nc2n1	1.1%	24%	x	x	x	x	-6%	7%	3%
Cc1c(CCC(C)C)c(=O)n2c([nH]c3ccccc32)c1C#N	0.1%	49%	20%	-3.2%	1.1	23%	-4%	91%*	-80%
NC(=O)CSc1nnc(-c2ccc(O)cc2)n1Cc1ccco1	9.4%	7%	-3%	-4.9%	1	-12%	-6%	-10%	-16%
COc1ccc(OC)c(-n2c(C)nc3cc(C(=O)O)ccc32)c1	4.4%	4%	3%	-5.1%	1.1	2%	-4%	-13%	-26%
Cc1cc(=O)oc2c(C)c(OC(C)C(=O)NCCCn3ccnc3)ccc12 (configuration not stated)	-5.6%	22%	x	x	x	x	-11%	-2%	-10%
COc1ccc(C2SCCN2S(=O)(=O)c2ccc(F)cc2)cc1OC (configuration not stated)	-3.4%	19%	14%	-3.9%	1	18%	-1%	-6%	22%
O=C(NC1CCN(S(=O)(=O)c2ccc(Cl)cc2)CC1)C1CCCCC1	-5.1%	-26%	x	x	x	x	-6%	0%	-3%
COc1ccc(NC2=NCC(Cc3ccc(Br)cc3)S2)cc1 (configuration not stated)	-0.4%	6%	4%	-6.2%	1	0%	38%	56%	-55%
COc1ccc(Br)cc1CN(C)CC(=O)NCCc1ccc(S(N)(=O)=O)cc1	1.9%	10%	x	x	x	x	-5%	17%	-18%
Oc1ccc2ccccc2c1/C=N/n1cnnc1	-4.2%	15%	41%	-1.4%	1.1	16%	-1%	-17%	5%
O=[N+]([O-])c1cc(/C=N/N2CCN(C3c4ccccc4-c4ccccc43)CC2)ccc1Cl	0.5%	12%	6%	-3.5%	1.1	7%	1%	-2%	-4%
CCOC(=O)CSc1nc(NCc2ccco2)c2ccccc2n1	2.1%	12%	6%	-16%	1.1	7%	9%	-33%	5%
COc1ccc(S(=O)(=O)NCCC(=O)N2CCCC2)cc1N(C)S(C)(=O)=O	-0.4%	5%	x	x	x	x	-10%	-11%	4%
CCCOc1c(Br)cc(C2C3=C(CCCC3=O)N(C)C3=C2C(=O)CCC3)cc1OC	-0.6%	6%	-21%	-4.1%	1.1	-33%	-2%	4%	1%
COc1ccccc1NC(=O)Cn1c([N+](=O)[O-])cnc1C	0.8%	4%	x	x	x	x	0%	-21%	-8%
Cc1ccc(C2C3=C(CC(C)(C)CC3=O)Nc3[nH]c(=S)[nH]c(=O)c32)cc1 (configuration not stated)	-2.2%	6%	-1%	-3.6%	1	2%	2%	0%	-48%
Cc1ccc(-c2ccc(C(=O)Nc3ccccc3)o2)c2ccccc12	0.8%	15%	17%	-7.4%	1.1	0%	5%	14%	-45%
O=C(Nc1ccc(CN2CCCCC2)cc1)Nc1ccc(Br)cc1Cl	0.5%	17%	9%	-3.5%	1.1	8%	-10%	-13%	-2%
CC1=CC(C)C2C(=O)N(c3ccccc3)NC(=O)C2C1 (configuration not stated)	2.9%	-8%	-2%	-12%	1	-3%	2%	-26%	7%
O=C(CN1CCN(c2ccc(F)cc2)CC1)NCc1ccc(F)cc1	-2.0%	4%	x	x	x	x	-15%	12%	-2%
O=C(Nc1ccccc1)OCc1cc(-c2ccc(Cl)cc2)on1	2.8%	22%	5%	-3.6%	1.1	2%	-7%	23%	-12%
CC(C)(C)/C=N/NC(=O)CNC(=O)c1ccc2c(c1)OCCO2	1.4%	21%	7%	-4.9%	1	1%	-11%	16%	24%
Cc1ccc(NC(=S)Nc2ccc(OC(F)F)c(Cl)c2)cc1F	1.5%	1%	-2%	-6.2%	1	7%	-3%	-14%	-35%
Cc1ccc(/C=N/NC(=O)c2ccncc2)s1	-2.6%	5%	x	x	x	x	-6%	-1%	-10%
COc1cccc(CN2CCN(Cc3ccccc3C(F)(F)F)CC2)c1	11%	-11%	x	x	x	x	-8%	9%	-2%
Cc1[nH]c(=S)c(C#N)c(C)c1CC(=O)c1ccc(Br)cc1	-2.1%	19%	x	x	x	x	-4%	41%	7%
O=Nc1ccc(NOC(=O)c2ccccc2Br)cc1	2.3%	-3%	16%	-4.1%	1	6%	-7%	-4%	-37%
c1ccc(-n2ncc3c(N4CCN(c5ccccn5)CC4)nc(N4CCCCC4)nc32)cc1	-4.3%	3%	12%	-5.8%	1	15%	4%	-12%	38%
O=C(Nc1ccc2oc(-c3ccncc3)nc2c1)c1ccco1	-0.1%	-21%	x	x	x	x	-9%	-39%	-95%
CCn1ncc(C2=NOC(C(=O)NCCc3ccccc3)C2)c1C (configuration not stated)	-7.5%	6%	-6%	-3.4%	1.1	-8%	0%	8%	-19%
O=C(NNC(=O)c1ccc[nH]1)c1cc(Cl)cc(Cl)c1	8.2%	4%	x	x	x	x	-8%	16%	-17%
Cc1ccc(C)c(Oc2cc(NC(=O)CCCn3nc(C)c([N+](=O)[O-])c3C)cc([N+](=O)[O-])c2)c1	2.3%	x	14%	-3.3%	1	16%	0%	x	6%
C=CCN1C(=O)S/C(=C/c2ccc(Sc3nc4ccccc4[nH]3)o2)C1=O	5.7%	48%	10%	-7.2%	1.6	44%	-3%	71%*	-7%
CCS(=O)(=O)c1nn2c(N)c(/C=C3/C=CC(=O)C(OC)=C3)c(=O)nc2s1	1.2%	13%	-8%	-6.3%	0.7	-9%	-5%	-16%	11%
Cc1cccc(NC(=O)Cn2nnc(C(=O)Nc3ccc(F)c(Cl)c3)c2N)c1	-8.0%	10%	x	x	x	x	-13%	-16%	-19%
N#CC1=C(N)Oc2n[nH]c(-c3ccccc3)c2C1c1ccncc1 (configuration not stated)	-2.0%	-5%	11%	-3.3%	0.5	6%	-3%	26%	-12%
O=C(c1ccc2ccccc2n1)N1CCN(c2ccccc2Cl)CC1	-1.8%	-29%	7%	-3.9%	1.1	-5%	0%	-43%	-3%
COC(C[C@H](O)C[C@@H](O)COCc1ccccc1)OC	-0.7%	4%	x	x	x	x	-13%	-3%	15%
COC(=O)/C(=C/c1cccnc1)NC(=O)c1ccccc1	-3.4%	23%	5%	-6.5%	1.1	4%	-6%	-4%	29%
CCOC(=O)C1CCCN(C(=O)c2ccc(Cl)c(S(=O)(=O)N3CCCCC3)c2)C1 (configuration not stated)	-0.6%	15%	0%	-2.3%	1.1	-8%	0%	-10%	17%
O=C(NC(=S)NNC(=O)[C@H]1C[C@@H]1c1ccccc1)c1cccc(F)c1	-2.8%	16%	x	x	x	x	-6%	-11%	6%

The list is partial. The share of hits here may be higher or lower than overall.
